High-throughput results as filed in PubChem.
V-ATPase pHluor: regulators of yeast V-ATPase proton pumping, primary screen, pHLuorin cytosolic pH fluorescence; hit rate 0.37% among 350,000; response, % at 10 µM; S. cerevisiae; in the data active = response mostly above about 7.3%, no sharp cut-off; inactive = mostly below about 5.4%; note: actives read high; inactives centre near 0; some compounds called inactive have numbers as strong as hits; reference of the scale not given here
dFosB act: activators of delta FosB homodimer, primary screen, biochemical, fluorescence polarization, TAMRA-CDK5 oligo, single point | Protein FosB (Mus musculus), P13346 | purified delta FosB; percent of positive-control signal above neutral wells | activation, % at 25 µM | hit rate 0.99% among 340,000;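 active = mean activation above about 17%, with every replicate also reaching it, limit read from the data, passing the limit was not always enough; inconclusive = only one of the two conditions met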;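 note: fluorescence polarization rise as delta FosB binds a TAMRA Cdk5 AP-1 oligo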
HTR5A inv ag: HTR5A inverse agonists in luminescence cell assay, primary screen, counter-screen for OPRM1-OPRD1 heterodimer inverse agonist project, full-deck HTS; hit rate 0.083% among 340,000; AID 504634, 2011; inhibition, % at 9.3 µM; HTR5A cell line, inverse agonism; in the data active = inhibition mostly above about 23%, no sharp cut-off; inactive = mostly below about 18%;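 note: 0% = cells with DMSO and 100% = no-cell wells with DMSO; some compounds called inactive have numbers as strong as hits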
Target sequence (P47898 whole entry, looked up): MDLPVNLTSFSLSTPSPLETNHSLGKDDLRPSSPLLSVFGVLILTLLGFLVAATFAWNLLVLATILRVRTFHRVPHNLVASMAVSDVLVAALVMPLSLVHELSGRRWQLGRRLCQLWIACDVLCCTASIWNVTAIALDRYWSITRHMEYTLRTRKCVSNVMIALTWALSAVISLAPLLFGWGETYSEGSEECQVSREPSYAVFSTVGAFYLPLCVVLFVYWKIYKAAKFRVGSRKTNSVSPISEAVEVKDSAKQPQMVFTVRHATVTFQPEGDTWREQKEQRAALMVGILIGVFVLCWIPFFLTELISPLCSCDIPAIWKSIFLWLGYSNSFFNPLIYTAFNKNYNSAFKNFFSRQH
MITF act: activators of MITF-driven TRPM1 promoter reporter, primary screen, cell-based, SK-MEL-5, luciferase, single point | activation, % at 12.5 µM | AID 588334, 2011 | hit rate 0.75% among 300,000 | SK-MEL-5 TRPM1-promoter luciferase, 24 h; % of positive control, neutral wells = 0;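 active = mean activation of at least 80% with every replicate also reaching 80%; inconclusive = mean reaches 80% but some replicate falls short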;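 note: 0% = neutral control wells and 100% = parthenolide positive control wells; values of inactives mirror those of a sister screen read the other way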
NSD2 inh: NSD2 histone methyltransferase inhibitors, primary screen, biochemical, AlphaScreen, single concentration, set 2; Histone-lysine N-methyltransferase NSD2 (Homo sapiens), O96028; NSD2 peptide methylation, 120 min; inhibition, % at 12.5 µM; hit rate 0.54% among 310,000; in the data active = inhibition above about 50%
PvdQ inh: P. aeruginosa PvdQ acylase inhibitors, primary screen, biochemical, fluorescence, plate reader and imaging, single point. PvdQ acylase [Pseudomonas aeruginosa LESB58]. purified PvdQ acylase. inhibition, % at 10 µM. hit rate 0.063% among 340,000; in the data active = inhibition above about 30%, passing the limit was not always enough; inconclusive = no clear call, values can overlap the other calls;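 note: 0% = vehicle neutral wells and 100% = reference inhibitor wells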
HTR5A ag ctr: HTR5A agonists in luminescence cell assay, primary screen, counter-screen for OPRM1-OPRD1 heterodimer agonist project, full-deck HTS; hit rate 0.61% among 340,000; cell-based; activation, % at 9.3 µM; 5-hydroxytryptamine receptor 5A (Homo sapiens), P47898; in the data active = activation mostly above about 9.5%, no sharp cut-off; inactive = mostly below about 7.6%;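 note: 0% = cells with vehicle only and 100% = reference agonist; strong numbers were not always called active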
SR-BI DiI inh: inhibitors of SR-BI mediated HDL lipid uptake, primary screen, ldlA[mSR-BI] cells, fluorescence, single point; inhibition, % at 12.5 µM; AID 488896, 2010; hit rate 0.96% among 320,000; Scavenger receptor class B member 1 (Mus musculus), Q61009; ldlA[mSR-BI] CHO cells, DiI-HDL uptake fluorescence, 3 h;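 active = mean replicate inhibition of at least 70% and a set share of replicates each scoring 70 or more; inconclusive = meets just one of the two criteria; inactive = fails both criteria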;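 note: 0% = median of neutral control wells and 100% = median of positive control wells; values of inactives mirror those of a sister screen read the other way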
Target sequence (Q61009 whole entry, looked up): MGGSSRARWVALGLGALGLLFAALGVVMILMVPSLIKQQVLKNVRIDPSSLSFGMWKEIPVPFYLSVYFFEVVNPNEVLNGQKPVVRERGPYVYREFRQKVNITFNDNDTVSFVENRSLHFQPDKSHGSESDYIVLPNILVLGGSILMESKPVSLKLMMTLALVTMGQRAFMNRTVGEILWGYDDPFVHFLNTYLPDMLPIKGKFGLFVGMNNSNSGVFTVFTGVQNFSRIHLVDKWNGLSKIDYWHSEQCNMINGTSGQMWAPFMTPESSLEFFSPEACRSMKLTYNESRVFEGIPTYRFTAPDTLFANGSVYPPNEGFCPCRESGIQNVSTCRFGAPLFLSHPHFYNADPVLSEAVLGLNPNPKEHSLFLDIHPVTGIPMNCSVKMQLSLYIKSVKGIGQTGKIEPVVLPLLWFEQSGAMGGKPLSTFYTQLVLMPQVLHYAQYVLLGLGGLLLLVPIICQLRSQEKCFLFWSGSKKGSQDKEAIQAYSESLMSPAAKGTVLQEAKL
Wnt bcat act: Wnt/beta-catenin pathway activators, primary screen, cell-based, plate reader, single point; Wnt/beta-catenin reporter cell assay, activator; activation, % at 9.35 µM; hit rate 1.2% among 300,000; AID 743398, 2014; in the data active = activation above about 30%, passing the limit was not always enough; inconclusive = no clear call, values can overlap the other calls;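 note: 0% = neutral control wells and 100% = positive control wells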
CDK5 inh: inhibitors of human CDK5/p35 kinase, primary screen, biochemical, single concentration. Recombinant CDK5/p35, ADP-Glo luminescence, 60 min. Cyclin-dependent kinase 5 (Homo sapiens) + Cyclin-dependent kinase 5 activator 1 (Homo …. inhibition, % at 10 µM. hit rate 0.01% among 330,000. AID 488839, 2010;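 active = highest replicate inhibition of at least 50% and at least 75% of replicates reaching 50%; inconclusive = only one of the two criteria met; inactive = both criteria failed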;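 note: plate controls were DMSO neutral control for no effect and GW8510 at 10 µM for full effect; many of its hits are not listed in these tables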
Numbers without * were called inactive; ? = inconclusive; . = not tested or not shown. Random draw from the library; overall some 5% were active at least once.

SMILES	V-ATPase pHluor	dFosB act	HTR5A inv ag	MITF act	NSD2 inh	PvdQ inh	HTR5A ag ctr	SR-BI DiI inh	Wnt bcat act	CDK5 inh
CC(=O)Nc1ccc(C(=O)NCC(=O)OCc2c(F)cccc2Cl)cc1	1	4	11	2	10	-9	-4	14	1	-9.8
CSc1ccccc1C(=O)C1CCCN(Cc2cnn(-c3ccccc3)c2)C1 (centres undefined)	-2	-2	7	27	8	-5	-2	-12	-10	-5.7
COc1cccc(C2=NOC(C(=O)NCc3ccco3)C2)c1 (centres undefined)	-1	1	-19	-4	-4	-4	3	-16	.	0.1
O=C(CN1CCN(c2ccccc2)CC1)Nc1ccc2c(c1)OCCO2	-1	3	-1	-3	1	-3	0	-8	2	-0.2
CCn1c(SCC(=O)c2ccc(O)c(O)c2)nnc1-c1ccc(C)cc1	-19	-9	-12	1	-4	-8	-2	5	.	-1.8
Cc1ccc(C(=O)NCC(=O)Nc2ccc3c(c2)OCCO3)cc1	3	4	-21	16	-1	-26	7	3	2	-2.1
O=C(OCc1ccccc1)N(CCF)c1cn(Cc2ccccc2)c(=O)n(Cc2ccccc2)c1=O	7	-3	-5	7	-1	0	1	-6	-3	-0.6
O=C(CCN1C(=O)/C(=C/c2ccccc2)SC1=S)N1CCCCCC1	2	-11	1	-27	14	-1	2	-14	-6	0.5
C=CCn1c(SCn2nnc3ccccc3c2=O)nnc1-c1ccc(Br)cc1	-1	-6	11	-4	8	-3	0	-10	-2	2.0
C=CCNC(=O)c1ccc([N+](=O)[O-])c(Cl)c1	-2	-4	25	-6	4	13	-5	-6	-1	2.1
CC1(C)Cc2nc3sc4c(N(CCO)CCO)nnnc4c3cc2CO1	-1	-18	5	7	0	3	-2	-5	0	1.2
Cn1c(N2CCN(C(=O)Nc3ccc(C(F)(F)F)cc3)CC2)nc2ccccc21	2	-3	-10	-13	.	13	1	38	.	-3.8
O=C(NC1CCN(C(=S)NCc2ccco2)CC1)c1ccc(F)cc1	-4	-7	5	8	-7	-4	-2	12	-2	-2.7
COc1ccc(NC(=O)NCCc2c[nH]c3ccccc23)c(OC)c1	-4	-8	2	3	7	-13	0	.	-1	0.7
COC(=O)c1c(S(C)(=O)=O)nc(-c2ccccc2)[nH]c1=O	2	3	4	7	-1	-27	-1	-33	1	-9.0
O=c1c2cn(Cc3ccccc3)c3ccccc3c-2nn1Cc1ccc(F)cc1Cl	2	2	-20	-2	-3	4	5	-6	2	-0.3
Cc1ccccc1OCC(O)Cn1c(N2CCN(c3ccccc3)CC2)nc2c1c(=O)[nH]c(=O)n2C (centres undefined)	1	-3	-11	9	-2	7	4	-34	-5	0.3
O=C(CNC(=O)c1ccc2ccccc2c1)OCC(=O)N1CCN(S(=O)(=O)c2ccc3ccccc3c2)CC1	2	22*	-32	-12	2	-11	3	-47	.	-1.6
CCOC(=O)c1nn2c(C(F)(F)F)cc(-c3ccc(OC)cc3)nc2c1Br	-6	-10	-4	-1	-1	-7	2	104*	-2	-1.2
CC(C)CNC(=S)NNC(=O)c1csc2ccccc12	-5	-8	-64	16	5	3	2	-18	.	1.5
COc1ccc(CN2CCNC(=O)C2CC(=O)NC2CCCCCC2)c(F)c1 (centres undefined)	0	-6	5	-2	-2	11	1	-10	2	-1.2
O=C(Nc1cccc(-c2ccc3nncn3n2)c1)C(F)(F)F	1	-11	16	3	-5	-10	3	16	0	2.2
CCOC(=O)N1CCN(C(=O)c2cn(CC)c3ccc(S(=O)(=O)N4CCCC4)cc3c2=O)CC1	-4	-3	18	.	16	-5	2	-7	1	-0.2
N=c1n(CCN2CCCCC2)c2ccccc2n1CC(O)COc1ccccc1 (centres undefined)	-2	-6	.	25	5	-21	.	-17	.	1.3
Cc1ccc(O)c(Nc2ncnc3ccccc23)c1	4	-1	-23	14	-3	4	8	-1	2	0.4
Cc1ccc(N2CCN(S(=O)(=O)c3ccc4oc(=O)ccc4c3)CC2)cc1Cl	-3	4	-6	.	0	-4	2	.	-2	-0.4
CCOc1ccc(C(=O)NCC(=O)OCc2cc([N+](=O)[O-])cc3c2OCOC3)cc1OCC	-5	-3	15	2	1	-10	-6	49	-1	0.7
CCc1ccc(NS(=O)(=O)c2cccc3nsnc23)cc1	0	-2	-14	0	4	-7	3	8	1	-0.2
Cc1ccc(-c2noc(CN(C)C(=O)c3ccoc3C)n2)cc1	3	-2	3	22	1	7	-1	.	-1	-1.0
CCNC(=S)NNC(=O)c1cc(-c2cccc(OCC)c2)nc2ccccc12	1	4	11	9	9	-4	0	3	.	0.7
CC(=O)NC(CCS(C)(=O)=O)C(=O)Nc1cc(Cl)ccc1Cl (centres undefined)	1	0	-19	.	.	-5	3	-18	-1	0.7
O=C(Cc1ccccc1)NN=Cc1ccccc1	-1	-5	-4	17	0	-10	1	4	3	-1.4
CCCCn1c(N)c(N(C)C(=O)c2ccc(OCC3CCCO3)cc2)c(=O)[nH]c1=O (centres undefined)	1	1	-13	-2	1	2	-3	-13	-1	1.3
COc1ccc(OC)c(N(CC(=O)NCCSCc2ccco2)S(=O)(=O)c2ccccc2)c1	2	0	-11	7	0	-8	-1	.	0	-1.4
O=Nc1c2nc3ccccc3n(O)c-2c2ccccc12	-1	-11	-16	.	4	-54	5	1	40*	-0.3
COc1ccccc1CC(=O)OC(C)C(=O)Nc1ccc(S(=O)(=O)N2CCCCC2)cc1 (centres undefined)	-3	-14	-3	0	0	-3	1	7	-6	0.1
C=Cc1ccc(C(=O)N2CCCC(CCC(=O)N3CCN(c4ccccn4)CC3)C2)cc1 (centres undefined)	2	-1	-7	4	1	-12	3	5	0	0.5
O=C(Nc1ccc(F)cc1)Nc1cc(S(=O)(=O)N2CCOCC2)ccc1N1CCCC1	8.6*	-8	-1	-5	-1	-9	0	-20	0	-5.2
CCC1CCCCN1C(=O)c1ccc(OC2CCN(C(=O)COC)CC2)cc1 (centres undefined)	3	-9	-6	8	5	-13	5	18	-2	-2.6
O=C(CNC1CCCC1)Nc1cc(Cl)ccc1[N+](=O)[O-]	0	-6	-10	3	5	9	4	-8	-3	3.2
CCSc1nnc(-c2cnn(-c3ccccc3)c2-n2cccc2)n1C	2	3	3	-3	3	-5	-1	-8	.	1.5
Cc1cc(C)c2c(c1)/C(=N/NS(=O)(=O)c1ccc(Br)cc1)CCC2	-2	7	-36	1	0	-15	10	.	.	-0.7
O=C(CN1C(=O)/C(=C/c2ccccc2F)Oc2ccccc21)N1CCN(c2ccccn2)CC1	-1	-14	-13	-12	-1	13	5	50	3	2.3
Cn1c(=O)[nH]c(=O)c2c1nc(SCC(N)=O)n2Cc1cccc(Br)c1	0	6	16	-15	1	-10	-5	2	6	-0.1
S=c1nc(-c2ccc(Br)cc2)oc2c1CCCC2	-1	-4	14	50	7	-10	1	-19	5	2.8
Cn1c(C(=O)NC2CCCCC2)cc2c(=O)n3ccccc3nc21	9	-12	-13	?	-2	-3	-6	-6	12	-0.5
O=C(NC1CCCCC1)C(c1ccccc1F)N(C(=O)c1csnn1)C1CCCC1 (centres undefined)	5	-17	1	7	-1	-4	-1	.	-6	-4.9
O=C(CCCCCN1C(=O)CCC1=O)Nc1ccc2c(c1)OCCO2	-1	15	-5	13	1	-13	6	-18	.	0.8
O=C(NCc1ccco1)c1ccc(-c2cccc(Cl)c2)o1	1	-14	1	12	0	-3	0	9	3	0.1
COC(=O)CCC(=O)OC1(C)C(=O)C=C2C=C(C3CC3)N(C3CCCCC3)C=C2C1=O (centres undefined)	0	-3	9	12	.	4	12	-17	-3	-0.6

(listing goes on)
SMILES	V-ATPase pHluor	dFosB act	HTR5A inv ag	MITF act	NSD2 inh	PvdQ inh	HTR5A ag ctr	SR-BI DiI inh	Wnt bcat act	CDK5 inh
CCOC(=O)c1[nH]c2ccc(OC)cc2c1NC(=O)CN1CCC2(CC1)OCCO2	-5	3	-22	7	2	-12	1	-13	0	0.0
CC(=O)c1sc(NCc2ccc(C)cc2)nc1C	1	-5	-14	?	11	-12	4	13	19	2.2
Cn1c(O)c(N=Nc2ccc(F)cc2)c2ccccc21	0	0	4	-1	3	1	-4	16	-1	1.1
OCC1(CCc2ccccc2)CCN(Cc2c(F)ccc(F)c2F)CC1	3	-6	-13	7	-3	-12	3	-18	-4	-3.8
CCCn1c(SCC(=O)Nc2cccc(C)n2)nc2c1c(=O)n(C)c(=O)n2C	1	-10	-7	5	8	-11	0	.	0	-1.2
O=C(Cc1ccc(Cl)c(Cl)c1)NNC(=S)NCC1CCCO1 (centres undefined)	-2	1	-23	3	-1	5	-3	-16	-1	0.5
COC(=O)CC(c1ccc(OC)c(OC)c1)c1ccc(OC)c(OC)c1	1	-2	24	-4	-2	-18	-5	-20	-1	0.5
O=C(NCCN1CCc2ccccc2C1)C1CCN(S(=O)(=O)N2CCC3(CC2)OCCO3)CC1	-1	-7	-5	-6	0	-5	3	5	0	2.1
C/C(NC(=O)c1cccs1)=C1\C(=O)C[C@@H]2[C@H]1C2(C)C	-2	6	12	74	-4	-13	-4	-9	29	0.0
Cc1ccc(C)c(N2CCN(S(=O)(=O)c3ccc(-c4cc(C)no4)s3)CC2)c1	3	-8	20	3	.	-3	0	-10	1	3.8
Cc1cc(C)n(-c2ccc(C(=O)OCC(=O)NCc3ccco3)cc2)n1	-3	-12	-11	-4	-4	-14	0	16	.	-0.2
CCOc1ccccc1CNC(=O)C1CCN(c2nc3ccccc3o2)CC1	-5	-3	15	3	-7	9	5	?	.	0.8
Cc1ccc(CNC(=O)CCc2c(C)nc3ncnn3c2C)cc1	3	1	3	.	-2	-13	-1	-13	.	-0.4
C/C(CC(=O)Nc1ccccc1F)=N\NC(=O)Cc1ccc(Cl)cc1	-2	1	2	6	-1	-14	-1	15	-2	-0.2
O=C(Nc1ccc2ccccc2n1)c1ccc(Cl)cc1	-5	-11	-20	64	-6	-1	5	4	44*	-0.6
Nc1c(C(=O)Nc2ccccc2F)sc2nc(Cc3ccccc3)cc(C(F)(F)F)c12	-3	-1	-14	6	-1	-13	7	25	-2	1.8
CN(Cc1nccs1)C(=O)c1cc(COc2cccc3cnccc23)on1	0	-11	-21	-9	-6	-9	6	-18	-4	-0.3
